Screening data: PubChem, National Center for Advancing Translational Sciences (NCATS)
4-MU autofl: 4-MU region autofluorescence. AID 589. hit rate 11% among 59,000. max dye-equivalent concentration, M. compound autofluorescence, 340/450 nm, 4-MU equivalents; active compounds read high; in the data active = max dye-equivalent concentration above about 10 nM; inconclusive = mostly about 1.1 nM to 9.6 nM
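Compounds in 100 mM Tris, pH 8.0, incubated 15 min at room temperature, then fluorescence read at 340 nm excitation/450 nm emission. Signal converted to 4-MU dye-equivalent concentration using an on-plate six-point 4-MU standard curve.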
Epigenetic mod: derepresses silenced GFP locus in mouse C127i cells; hit rate 0.09% among 68,000; AID 597; Potency, µM (doses to about 46.1 µM), for the others: at the highest dose GFP derepression (activation); mouse C127i GFP locus derepression, cytometry, 30 h; note: % of control where 0% means no effect
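Read-out is the number of GFP-positive cells, scored as fluorescent objects 20 to 120 um wide, reflecting derepression of a silenced CMV-GFP reporter in murine C127i cells after 30 h compound exposure at 37 C.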
ERK AVP inh: blocks ERK signaling stimulated by vasopressin; AID 995; HEK293-V1b, vasopressin-stimulated pERK AlphaScreen; hit rate 0.99% among 72,000; Potency, µM (top dose mostly 57.5 µM), without a hit: at the top dose activity, negative = inhibition, most hits filed as inhibitors; note: potency is the fitted concentration of half-maximal effect; % is set by controls: 0 for no effect and ±100 for the full control effect; nearly all actives have a fitted effect of over 55% in size
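HEK293 cells stably expressing V1b receptor, preincubated 30 min at 37 °C with compound, then stimulated 5 min with 25 nM vasopressin. Phospho-ERK by AlphaScreen SureFire after 5 h RT; normalized to DMSO and vasopressin; AC50 by Hill fit.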
CRE-bla Fsk: modulators of forskolin-stimulated CRE signaling in CHO cells. CHO CRE-bla reporter (cAMP response element driving beta-lactamase), forskolin EC10, beta-lactamase ratio. Potency, µM (titrated, usually from 38.2 µM), for the others: top-dose activity change, negative = inhibition, usual class: activators. AID 662. hit rate 2.5% among 71,000; active = well fitted activation curve with a large enough effect in the signal ratio, with a control signal flat, not every such curve was filed as active; inconclusive = small, poorly fitted or top-dose-only effect, or effect the other way, or a change in a side signal; the % refers to the signal ratio; note: potency is the fitted concentration of half-maximal effect; % of control where 0% means no effect
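CHO CRE-bla cells, overnight plating in Opti-MEM with 0.5% dialyzed FBS; cpd titration + EC10 NKH 477, 3 h 37 °C; CCF4 2 h RT; ex 405/em 460 vs 530 ratio → %Activity, AC50.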
Hsp90 Hop PPI: changes Hsp90-Hop TPR2A binding signal, up or down; AlphaScreen TPR2A-His6 binding biotin-Hsp90 C-terminal peptide; Potency, µM (series often up to 57 µM), inactives show at the top dose activity change, negative = inhibition; hit rate 0.44% among 71,000; AID 595; active = well fitted curve in either direction with a large enough effect; inconclusive = small, poorly fitted or top-dose-only effect, or another doubt; note: potency is the fitted concentration of half-maximal effect; % is set by controls: 0 for no effect and ±100 for the full control effect; many of its hits are not listed in these tables
HBB splice mod: modulators of hemoglobin beta chain splicing. HBB splicing reporter cell assay, activation; EGFP reporter with mutant IVS2-654 intron; response scale: normalised to 500 nM splice-correcting PNA. Potency, µM (titrated, usually from 46.1 µM), for the others: at the highest dose activation, actives largely listed as activators. hit rate 0.06% among 65,000; note: potency is the fitted concentration of half-maximal effect; 0% is about no effect
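Compounds were applied for 2 days to HeLa EGFP-654 cells, 500/well in Optimem with 2% FCS. The reporter's EGFP is disrupted by mis-splicing of beta-globin intron IVS2-654. Readout: summed well GFP fluorescence from 488 nm laser scanning; reference was 500 nM antisense […] 654 PNA.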
TexasRed autofl: compound fluoresces in the Texas Red spectral region; hit rate 0.06% among 59,000; Compound fluorescence, Texas Red channel, 547/618 nm; active compounds read high; max dye-equivalent concentration, M; in the data active = max dye-equivalent concentration above about 10 nM; inconclusive = between about 1.1 nM and that limit
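Fluorescence at ex 547/em 618 nm, normalized against an on-plate Texas Red standard series to give dye-equivalent concentration per compound concentration. Buffer 100 mM Tris, pH 8.0; 15 min RT incubation before CCD imaging.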
Fluorescein autfl: compound autofluorescence in fluorescein spectral region. Compound autofluorescence, 480/540 nm, fluorescein-equivalent; active compounds read high. max fluorescein-equivalent concentration, M. hit rate 0.91% among 59,000. AID 593; in the data active = max fluorescein-equivalent concentration above about 10 nM; inconclusive = between about 1.1 nM and that limit
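Tris 100 mM pH 8.0; 15 min RT; CCD read, ex 480/em 540 nm. Output: fluorescein-equivalent concentration per compound concentration, from six-point dye series on each plate.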
Ub-GFP proteasome: proteasome inhibitors stabilizing ubiquitin-GFP reporter; Ubiquitin-GFP reporter cells, proteasome inhibition, GFP fluorescence; response scale: untreated = 0%, 10 µM MG-132 = 100%; Potency, µM (highest dose often 45.9 µM), without a hit: at the top dose activation (GFP accumulation), hits mostly activators; 67,000 tested, under 10 active; AID 526; active = well fitted activation curve with a large enough effect, not every such curve was filed as active; inconclusive = small, poorly fitted or top-dose-only effect, or another doubt; inactive = no such curve, though single readings can be large or run the other way; note: potency is the fitted concentration of half-maximal effect
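Proteasome blockade was scored as a rise in GFP-expressing U2OS cells carrying a ubiquitin(G76V)-GFP construct, imaged after 4 hr compound treatment at 37 °C across a 46 uM–2.9 nM series.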
FLuc inh: firefly luciferase inhibition | Potency, µM (series often up to 57.1 µM), without a hit: top-dose activity change, negative = inhibition, hits mostly inhibitors | purified firefly luciferase, luminescence, 8 min | hit rate 2.2% among 72,000 | P08659; note: potency is the fitted concentration of half-maximal effect; % is set by controls: 0 for no effect and ±100 for the full control effect; nearly all actives have a fitted effect of over 40% in size
Target sequence (P08659 whole entry, looked up): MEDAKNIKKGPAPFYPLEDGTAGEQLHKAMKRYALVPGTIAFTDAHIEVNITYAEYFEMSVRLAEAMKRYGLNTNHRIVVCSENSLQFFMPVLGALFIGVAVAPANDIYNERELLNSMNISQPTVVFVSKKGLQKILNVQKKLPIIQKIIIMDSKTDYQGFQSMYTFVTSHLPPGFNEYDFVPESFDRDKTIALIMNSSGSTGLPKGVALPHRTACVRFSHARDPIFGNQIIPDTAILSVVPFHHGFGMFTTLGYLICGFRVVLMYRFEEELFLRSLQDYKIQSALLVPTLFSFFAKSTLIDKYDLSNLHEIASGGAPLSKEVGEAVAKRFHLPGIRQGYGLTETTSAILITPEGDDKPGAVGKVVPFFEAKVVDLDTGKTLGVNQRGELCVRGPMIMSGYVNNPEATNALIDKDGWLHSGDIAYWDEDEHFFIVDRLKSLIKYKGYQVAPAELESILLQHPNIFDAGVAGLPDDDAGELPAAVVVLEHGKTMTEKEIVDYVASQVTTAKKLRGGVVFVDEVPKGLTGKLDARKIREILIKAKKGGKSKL
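Substrate buffer containing 10 uM ATP (pH 7.2 imidazole, Mg2+, KCl, detergent, BSA) is dispensed, compound pinned in, then luciferase/luciferin detector mix added. After 8 min at ambient temperature, light output is measured.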
A350 fluor: A350 region autofluorescence; Compound autofluorescence, 340/450 nm, Alexa 350 dye-equivalents; active compounds read high; max dye-equivalent concentration, M; hit rate 11% among 59,000; in the data active = max dye-equivalent concentration above about 10 nM; inconclusive = mostly about 1.1 nM to 9.6 nM
An asterisk follows results filed as active; [ ] = dose if it differs, or a comment. Unless noted, calls come from the whole dose curve; as a rule, active = well fitted curve in the direction sought with a large enough effect; inconclusive = small, poorly fitted or top-dose-only effect, or another doubt; inactive = no such curve, though single readings can be large; an effect the other way counts as inactive or inconclusive.

Screening CCN1C(=O)c2cccc3c(S(=O)(=O)NCCCN4CCOCC4)ccc1c23 returned 4-MU autofl 1.3e-07M*, Epigenetic mod -1.4%, ERK AVP inh 6.9%, CRE-bla Fsk inconclusive, Hsp90 Hop PPI 2.8%, HBB splice mod 0.2%, TexasRed autofl inactive, Fluorescein autfl inactive, Ub-GFP proteasome 6.3%, FLuc inh 0.9% and A350 fluor 1.21e-07M*.
CCOc1ccccc1-n1nnnc1SCC(=O)NC(=O)NCc1ccco1 was read as 4-MU autofl inactive, Epigenetic mod -3.5%, ERK AVP inh -15.5%, CRE-bla Fsk 1.7%, Hsp90 Hop PPI -9.2%, HBB splice mod -2.9%, TexasRed autofl inconclusive, Fluorescein autfl inactive, Ub-GFP proteasome 0.0%, FLuc inh -2.4% and A350 fluor inactive.
CCCCNC(=O)c1cc2c(=O)n3cccc(C)c3nc2n(CCN2CCOCC2)c1=N was read as 4-MU autofl 9.05e-07M*, Epigenetic mod 2.1%, ERK AVP inh -23.3%, CRE-bla Fsk inconclusive, Hsp90 Hop PPI -5.5%, HBB splice mod 0.7%[57.5 µM], TexasRed autofl inactive, Fluorescein autfl inactive, Ub-GFP proteasome 0.0%, FLuc inh 2.1% and A350 fluor 1.21e-06M*.
For CCOC(=O)N1CCN(C(=O)Cn2nc(-c3ccc(Cl)cc3)ccc2=O)CC1 the results were 4-MU autofl inactive, Epigenetic mod 4.7%, ERK AVP inh 3.2%, CRE-bla Fsk -14.9%, Hsp90 Hop PPI -3.5%, HBB splice mod 3.4%, TexasRed autofl inconclusive, Fluorescein autfl inconclusive, Ub-GFP proteasome -2.0%, FLuc inh 1.6% and A350 fluor inactive.
Screening O=C(NCN1CCN(c2ccccc2F)CC1)c1ccccc1 returned 4-MU autofl inactive, Epigenetic mod 3.6%, ERK AVP inh -5.0%, CRE-bla Fsk inconclusive, Hsp90 Hop PPI 3.6%, HBB splice mod -1.2%, TexasRed autofl inconclusive, Fluorescein autfl inactive, Ub-GFP proteasome 7.1%, FLuc inh 1.7% and A350 fluor inactive.
`Cc1nc(NS(=O)(=O)c2ccccc2)sc1NC(=O)OCCN(C)C` gave 4-MU autofl inactive, Epigenetic mod 2.3%[20.6 µM], TexasRed autofl inactive, Fluorescein autfl inconclusive, FLuc inh 4.4%[25.5 µM] and A350 fluor inactive.
Screening CN1CCN(C(=O)c2ccccc2-c2nc(-c3ccccc3)no2)CC1 returned 4-MU autofl inactive, Epigenetic mod -2.0%, ERK AVP inh -4.2%, CRE-bla Fsk 3.4%, Hsp90 Hop PPI 1.2%, HBB splice mod 0.0%[1.84 µM], TexasRed autofl inconclusive, Fluorescein autfl inactive, Ub-GFP proteasome -3.6%, FLuc inh -2.7% and A350 fluor inactive.
Screening COc1cccc(Cn2c(=O)c(-c3cccs3)nc3cnc(N4CCOCC4)nc32)c1 returned 4-MU autofl inactive, Epigenetic mod 0.5%[9.22 µM], ERK AVP inh 20.5%, CRE-bla Fsk inconclusive, Hsp90 Hop PPI 8.6%, HBB splice mod 2.4%, TexasRed autofl inactive, Fluorescein autfl inactive, Ub-GFP proteasome -4.0%, FLuc inh -1.9%[11.4 µM] and A350 fluor inactive.
Screening CCOc1ccc(C(=O)O)cc1OC returned 4-MU autofl inactive, Epigenetic mod -0.9%, ERK AVP inh -26.9%, CRE-bla Fsk -2.1%, Hsp90 Hop PPI 6.0%, HBB splice mod 0.5%[57.5 µM], TexasRed autofl inactive, Fluorescein autfl inactive, Ub-GFP proteasome -4.1%, FLuc inh 4.2% and A350 fluor inactive.
For COc1ccc(N2C(=O)CC(N(Cc3ccc(S(N)(=O)=O)cc3)C(C)=O)C2=O)cc1 (stereo unspecified) the results were 4-MU autofl inactive, Epigenetic mod -2.6%[20.6 µM], TexasRed autofl inactive, Fluorescein autfl inactive, FLuc inh 1.4%[25.5 µM] and A350 fluor inactive.
`CCCOc1cccc(C(=O)Nc2cccnc2)c1` gave Epigenetic mod -1.5%, ERK AVP inh inconclusive, CRE-bla Fsk 16.1%[7.6 µM], Hsp90 Hop PPI -3.5%[11 µM], HBB splice mod -4.5%[0.0738 µM], Ub-GFP proteasome 16.5%[9.17 µM] and FLuc inh -2.8%.
For COc1ccc(OC)c2[nH]c(=O)c(CCNC(=O)C3CCCCC3)cc12 the results were 4-MU autofl inconclusive, Epigenetic mod -2.9%, ERK AVP inh 3.1%, CRE-bla Fsk 10.9%, Hsp90 Hop PPI -2.3%, HBB splice mod -0.1%, TexasRed autofl inactive, Fluorescein autfl inactive, Ub-GFP proteasome -4.9%, FLuc inh -0.9% and A350 fluor inconclusive.
For O=C1CC(Nc2ccc(N3CCOCC3)cc2)C(=O)N1c1ccccc1F (stereo unspecified) the results were CRE-bla Fsk -3.5%, Hsp90 Hop PPI -9.0%, HBB splice mod 0.1%, Ub-GFP proteasome -1.8% and FLuc inh 0.9%.
Screening C=CCn1c(=N)n(CC(=O)O)c2ccccc21 returned 4-MU autofl inactive, Epigenetic mod -0.3%, ERK AVP inh -26.9%, CRE-bla Fsk -13.1%, Hsp90 Hop PPI -2.3%, HBB splice mod -1.0%, TexasRed autofl inactive, Fluorescein autfl inconclusive, Ub-GFP proteasome 1.7%, FLuc inh -1.0% and A350 fluor inactive.
CCCCCCn1c(C(C)NC(=O)c2ccco2)nc2ccccc21 (stereo unspecified) was read as 4-MU autofl inconclusive, Epigenetic mod 0.5%, ERK AVP inh inconclusive, CRE-bla Fsk inconclusive, Hsp90 Hop PPI -4.2%, HBB splice mod 1.7%[0.369 µM], TexasRed autofl inactive, Fluorescein autfl inconclusive, FLuc inh 0.6% and A350 fluor 1.26e-08M*.
For Cc1ccc(S(=O)(=O)N(C)c2ccc(C(=O)N3CCC(C(N)=O)CC3)cc2)cc1 the results were 4-MU autofl inactive, Epigenetic mod 0.0%, ERK AVP inh 2.5%, CRE-bla Fsk 1.9%, Hsp90 Hop PPI 0.2%, HBB splice mod -0.1%, TexasRed autofl inactive, Fluorescein autfl inactive, Ub-GFP proteasome 0.0%, FLuc inh 0.4% and A350 fluor inactive.
For O=C(CCC(=O)c1cccs1)OCC(=O)N1CCN(S(=O)(=O)c2ccccc2)CC1 the results were 4-MU autofl inactive, Epigenetic mod 6.6%, ERK AVP inh 6.6%, CRE-bla Fsk -9.0%, Hsp90 Hop PPI -2.6%, HBB splice mod 0.0%[57.5 µM], TexasRed autofl inactive, Fluorescein autfl inactive, Ub-GFP proteasome 2.8%, FLuc inh -7.7% and A350 fluor inactive.
For N#CCCn1cnc2ccccc21 the results were 4-MU autofl inactive, Epigenetic mod 1.2%, ERK AVP inh -2.1%, CRE-bla Fsk -5.1%, Hsp90 Hop PPI inconclusive, HBB splice mod -0.2%[57.5 µM], TexasRed autofl inactive, Fluorescein autfl inactive, Ub-GFP proteasome -0.9%, FLuc inh 0.4% and A350 fluor inactive.
Screening C=CCN(CC=C)S(=O)(=O)c1ccc2nsnc2c1 returned Epigenetic mod -4.1%, ERK AVP inh -12.0%, CRE-bla Fsk -2.5%, Hsp90 Hop PPI 1.5%, HBB splice mod 0.0%[9.22 µM], Ub-GFP proteasome 15.8% and FLuc inh 1.3%.
`COc1ccc(C(C(=O)NC2CCCC2)N(CCN(C)C)C(=O)c2snc(C(N)=O)c2N)cc1` (stereo unspecified) gave 4-MU autofl 1.22e-07M*, Epigenetic mod 1.0%, ERK AVP inh -15.0%, CRE-bla Fsk inconclusive, Hsp90 Hop PPI 0.3%, HBB splice mod -0.2%[57.5 µM], TexasRed autofl inactive, Fluorescein autfl inactive, Ub-GFP proteasome 2.6%, FLuc inh 1.8% and A350 fluor 1.12e-07M*.
Screening O=C1OCc2cc(NC(=O)C3CCCCC3)ccc21 returned 4-MU autofl inactive, Epigenetic mod 1.0%, ERK AVP inh -16.0%, CRE-bla Fsk -3.2%, Hsp90 Hop PPI -4.3%, HBB splice mod -1.0%, TexasRed autofl inconclusive, Fluorescein autfl inconclusive, Ub-GFP proteasome 4.2%, FLuc inh -1.2% and A350 fluor inactive.
Screening O=C(C1CCC(CNc2nc(=S)[nH]c3ccccc23)CC1)N1CCN(c2ccccn2)CC1 (stereo unspecified) returned 4-MU autofl inconclusive, Epigenetic mod 2.1%, ERK AVP inh -26.0%, CRE-bla Fsk 7.6%, Hsp90 Hop PPI -5.0%, HBB splice mod -2.7%[57.5 µM], TexasRed autofl inactive, Fluorescein autfl inactive, Ub-GFP proteasome -0.2%, FLuc inh 3.8% and A350 fluor inconclusive.
Screening C=CCSc1nnc(-c2ccncc2)n1-c1ccc(OCC)cc1 returned 4-MU autofl inactive, Epigenetic mod 2.1%, ERK AVP inh -15.0%, CRE-bla Fsk -3.7%, Hsp90 Hop PPI -3.4%, HBB splice mod -1.0%, TexasRed autofl inactive, Fluorescein autfl inactive, Ub-GFP proteasome 1.7%, FLuc inh -0.1% and A350 fluor inactive.

Some of the compounds tested; the hit share may differ from the screen's.
